Screening results deposited in PubChem BioAssay by several laboratories.
NPR1 activator = GC-A (human) enzyme activation. P16066. 370,000 compounds, 0.14% hits. AID 1671463. HEK293 GC-A cells, cGMP TR-FRET, EC30 ANP; 0% at EC30 ANP, 100% saturating ANP. activation, % at 10 µM; in the data active means activation above about 40%
SMARCA2 act = increases SMARCA2 function in MMTV reporter cells; MG213 cells, MMTV-luciferase reporter, dexamethasone, overnight; activation, % at 9.1 µM; 370,000 compounds, 1% hits; in the data active means activation above about 7.8%;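 further: 0% = vehicle wells and 100% = reference activator wells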
ADAM17 inh = ADAM17 inhibition, QFRET primary screen; inhibition, % at 6.95 µM; 370,000 compounds, 0.83% hits; recombinant ADAM17, EDANS/DABCYL FRET peptide cleavage; AID 720648;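 active means inhibition above the mean of compounds lying between control limits plus 3 SD, set per campaign, cut at about 8.5% in these data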;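 further: 0% = DMSO-only wells as the low control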
PG9 Ab binder = binds the HIV-1 gp120 antibody PG9 | TR-FRET gp120-PG9 antibody binding | inhibition, % at 6.7 µM | 360,000 compounds, 0.43% hits | AID 624416; in the data active means inhibition above about 8.5%
DAX1 inh-1 = NR0B1 (DAX1) inhibition. P51843. HEK293 Gal4-DAX1 luciferase reporter, luminescence. inhibition, % at 6.75 µM. 340,000 compounds, 0.99% hits. AID 504766;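 active means inhibition above the mean over all tested compounds plus 3 SD, cut at about 4.2% in these data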;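 further: 0% = DAX1-transfected cells with DMSO and 100% = empty-vector control cells with DMSO; inhibition shows as a rise in luminescence from relieved DAX1 repression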
Target sequence (P51843 207-470 limits assumed): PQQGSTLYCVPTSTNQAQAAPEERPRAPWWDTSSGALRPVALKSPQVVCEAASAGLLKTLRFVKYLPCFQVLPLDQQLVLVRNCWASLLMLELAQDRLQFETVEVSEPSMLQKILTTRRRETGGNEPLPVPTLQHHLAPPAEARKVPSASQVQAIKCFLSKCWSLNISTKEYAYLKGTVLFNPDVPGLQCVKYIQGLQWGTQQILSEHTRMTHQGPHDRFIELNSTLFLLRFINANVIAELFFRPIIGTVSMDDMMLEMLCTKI
ADAM10 inh = inhibits human ADAM10 | recombinant ADAM10, EDANS/DABCYL FRET peptide cleavage, 3 h | inhibition, % at 7 µM | 370,000 compounds, 0.62% hits | O14672;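 active means inhibition above a per-campaign cutoff equal to the mean of compounds falling between control-based bounds plus 3 SD, cut at about 20% in these data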;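 further: 0% = DMSO wells while the 100% control is not disclosed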
Target sequence (O14672 214-748 limits assumed): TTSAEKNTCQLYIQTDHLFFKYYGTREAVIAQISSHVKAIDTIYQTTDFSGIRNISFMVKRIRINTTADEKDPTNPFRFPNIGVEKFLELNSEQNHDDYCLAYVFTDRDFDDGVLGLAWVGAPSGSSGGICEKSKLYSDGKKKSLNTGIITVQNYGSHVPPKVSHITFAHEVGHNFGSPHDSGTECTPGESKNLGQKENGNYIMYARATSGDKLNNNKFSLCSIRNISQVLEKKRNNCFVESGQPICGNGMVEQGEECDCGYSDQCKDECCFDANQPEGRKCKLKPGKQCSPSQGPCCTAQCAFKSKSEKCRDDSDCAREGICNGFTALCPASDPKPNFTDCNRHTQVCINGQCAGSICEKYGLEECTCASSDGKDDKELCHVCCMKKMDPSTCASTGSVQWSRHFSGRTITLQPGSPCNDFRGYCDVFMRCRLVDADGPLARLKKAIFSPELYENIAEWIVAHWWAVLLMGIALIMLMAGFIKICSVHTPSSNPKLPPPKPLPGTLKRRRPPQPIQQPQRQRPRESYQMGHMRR
DAX1 inh-2 = inhibitors of DAX1 repression of SF-1 activated StAR promoter | HEK293T StAR-luciferase reporter, SF-1/DAX-1 repression relief | inhibition, % at 6.8 µM | 370,000 compounds, 1.1% hits | AID 652010;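 active means inhibition above the mean over all tested compounds plus 3 SD, cut at about 3.6% in these data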;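 further: 0% = DAX-1 cells with DMSO and 100% = cells lacking DAX-1 with DMSO; higher inhibition means more luminescence from relief of DAX-1 repression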
GAA850 FXN act = increases GAA850 frataxin promoter reporter activity; activation, % at 6 µM; HEK293 lucGAA850 FXN promoter luciferase reporter, 24 h; percent of 10 µM SAHA response; 360,000 compounds, 0.56% hits;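 active means activation above the average of all compounds screened plus 3 SD, cutoff fixed separately per campaign, cut at about 7.5% in these data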;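 further: 0% = DMSO wells and 100% = 10 µM SAHA wells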
ssDAF-12 act = S. stercoralis DAF-12 activation, primary screen | AID 652126 | 370,000 compounds, 1% hits | activation, % at 6.8 µM | HEK293 ssDAF-12/GRIP1 lit1-tk-luc reporter, luminescence; % of 3 µM dafachronic acid response;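 active means activation above the mean over all tested compounds plus 3 SD, cut at about 0.9% in these data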;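 further: 0% = DMSO-only wells and 100% = 3 µM delta7-dafachronic acid wells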
hcDAF12 agonist = H. contortus DAF-12 activation, primary screen. HEK293 hcDAF-12 lit1-tk-luc reporter, luminescence; 0% DMSO, 100% Δ7-dafachronic acid. activation, % at 6.8 µM. 370,000 compounds, 1.4% hits;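 active means activation above the mean of all tested compounds plus 3 SD, cut at about 5.5% in these data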;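 further: 100% = response to 3 µM Δ7-dafachronic acid high control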
hgDAF12 agonist = agonists of H. glycines DAF-12 nuclear receptor; HEK293 GAL4-hgDAF12 UAS-luciferase reporter, agonist luminescence; normalized to butyrate control; activation, % at 6.8 µM; 370,000 compounds, 1.8% hits;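 active means activation above a cutoff set at the mean of all screened compounds plus 3 SD, cut at about 10% in these data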;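 further: 0% = DMSO wells and 100% = sodium butyrate wells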
Active calls of the source: *; i = inactive; . = no result given. Rows were taken by chance. Share with any hit: about 6.8%.

SMILES	NPR1 activator	SMARCA2 act	ADAM17 inh	PG9 Ab binder	DAX1 inh-1	ADAM10 inh	DAX1 inh-2	GAA850 FXN act	ssDAF-12 act	hcDAF12 agonist	hgDAF12 agonist
NC(N)=N/N=C(\N=Nc1ccccc1)c1cccc2cccnc12	-9	-1	0	-2.0	-0.6	-3	0.9	0.3	0.2	1.0	3.1
O=C1Nc2ccccc2C1(O)Cc1ccccn1 (stereo not given)	1	-1	-7	1.4	1.5	-1	-0.2	4.3	-1.7	-1.5	-3.5
CCn1cc([N+](=O)[O-])c(C(=O)N2N=C(c3cccc4ccccc34)CC2c2ccccc2O)n1 (stereo not given)	-15	-7	9.3*	0.0	-1.0	23*	0.2	2.2	-0.7	0.7	-0.5
CCOc1ccccc1N1CCN(C(=O)c2ccc(NS(=O)(=O)c3ccc4[nH]c(=O)[nH]c4c3)cc2)CC1	7	-1	-1	1.2	0.7	-3	2.3	2.9	-1.2	1.1	1.1
CCC(CC)c1nnc(NC(=O)CCCN2C(=O)c3ccccc3C2=O)s1	2	-1	0	1.6	0.4	-7	0.0	0.1	-0.6	-0.3	0.1
O=C(COC(=O)COc1ccc2c(c1)CCC2)Nc1ccccc1	2	0	-1	-0.8	2.0	-8	1.1	-1.2	-0.1	1.3	0.9
COC(=O)CCNC(=O)c1nn(Cc2ccccc2)c(=O)c2ccccc12	17	-2	0	-0.8	-0.4	0	0.2	-0.1	-0.7	-1.6	-1.3
CC(=O)c1ccc(OCc2nnn(CC(=O)NS(=O)(=O)c3ccc(C)cc3)c2-c2ccccc2)cc1	2	-1	0	-0.1	.	1	-0.2	-0.1	-1.8	-2.0	2.7
O=Cc1cnc(N2CCOCC2)nc1	-1	-1	0	2.1	2.3	-2	0.2	0.0	-0.8	-1.3	-3.7
O=C(CSc1nnc2ccccn12)Nc1cccc(-c2nc3ccccc3s2)c1	1	5	-3	8.9*	0.4	3	1.1	2.5	-0.6	0.8	1.3
CCOc1ccc(OCCn2nnc3ccccc3c2=O)cc1	2	5	-4	-0.4	0.4	-10	2.3	2.9	-0.5	2.7	5.7
Cc1ccccc1NC(=S)NCCSc1ccc(Cl)cc1	3	-4	4	0.5	1.9	15	-0.5	1.9	-0.8	0.9	3.7
CCc1ccc[n+](-c2[nH]c(=O)sc2/C=N/NC([S-])=Nc2ccccc2)c1	-2	0	2	-5.2	-0.8	-1	-0.3	0.9	-1.1	-2.0	-1.7
CCCNC(=O)c1ccccc1NC(=O)Nc1ccccc1C	2	-1	-5	-3.2	0.1	-21	0.0	1.9	-0.1	3.5	-0.1
CC1=C[C@H]2Cc3cc(C)cc(C)c3S(=O)(=O)[C@@H]2C=C1	-2	-3	-5	-0.3	0.7	-3	-0.5	1.3	-1.6	-2.7	-1.5
CCOC(=O)C1(CC2CC2)CCN(Cc2cn[nH]c2-c2ccccc2)CC1	0	-1	-4	-0.1	1.5	-3	-0.6	0.7	-0.8	0.5	2.1
CCc1nc(SCC(=O)Nc2ccc(N(C)C)cc2)n[nH]1	-6	0	-1	-11	1.4	1	-4.3	0.5	-1.0	5.3	-2.5
Cc1ccc(S(=O)(=O)/N=C/c2c(O)ccc3ccccc23)cc1	2	1	2	-0.5	-0.8	3	0.2	1.1	0.5	-0.7	0.3
Cc1nc(N2CCN(Cc3nc4ccccc4[nH]3)CC2)c2oc3ccccc3c2n1	10	2	-4	-0.4	-1.4	1	-0.6	0.9	-1.5	-1.1	0.8
CC1(C)CC(N2CCN(CCO)CC2)=CC(=S)N1	-1	3	-3	-1.2	1.4	7	0.6	-0.1	0.4	-1.1	-0.6

Pulled by structure from above (2):
SMILES	NPR1 activator	SMARCA2 act	ADAM17 inh	PG9 Ab binder	DAX1 inh-1	ADAM10 inh	DAX1 inh-2	GAA850 FXN act	ssDAF-12 act	hcDAF12 agonist	hgDAF12 agonist
NC(N)=N/N=C(\N=Nc1ccccc1)c1cccc2cccnc12	-9	-1	0	-2.0	-0.6	-3	0.9	0.3	0.2	1.0	3.1
CCOc1ccc(OCCn2nnc3ccccc3c2=O)cc1	2	5	-4	-0.4	0.4	-10	2.3	2.9	-0.5	2.7	5.7

Additional compounds follow:
SMILES	NPR1 activator	SMARCA2 act	ADAM17 inh	PG9 Ab binder	DAX1 inh-1	ADAM10 inh	DAX1 inh-2	GAA850 FXN act	ssDAF-12 act	hcDAF12 agonist	hgDAF12 agonist
COc1ccccc1CCNC(=O)c1nc(-c2cccs2)no1	5	3	-1	0.1	1.7	8	1.3	1.5	-0.9	-0.9	9.1
COc1ccc([N+](=O)[O-])cc1N(CC(=O)Nc1ccccc1C(=O)NC(C)C)S(C)(=O)=O	-5	-3	0	-2.9	-1.0	1	0.6	1.6	0.1	-1.6	-2.6
COc1ccc(C(=O)Nc2ccc(NC(=O)c3ccccc3)cc2)cc1S(=O)(=O)N1CCOCC1	-1	-1	0	0.5	0.5	-8	-0.3	-0.8	-1.4	-1.8	1.3
O=C(O)c1ccccc1N=Nc1ccc(O)cc1	0	-1	3	-3.6	-0.6	6	-0.7	-0.5	-0.8	-1.5	-0.2
CCOC(=O)C1=NOC2C3CC(C12)C1C(=O)N(CCc2ccc(OC)c(OC)c2)C(=O)C31 (stereo not given)	5	-4	2	0.6	-1.2	8	0.2	0.6	-0.9	-0.8	0.3
CC(C)CC(=O)NC(=S)Nc1ccc(N2CCN(C(=O)c3cccs3)CC2)cc1	3	-5	-2	-0.7	-1.4	1	-1.3	-1.6	-2.1	-3.5	-4.5
O=C(Cn1cc(SCc2ccc(F)cc2)c2ccccc21)N1CCOCC1	1	1	0	-0.2	0.1	3	0.3	6.3	-0.3	4.5	4.0
CN(C)S(=O)(=O)c1ccc(Cl)c(NC(=O)C2CCN(S(=O)(=O)c3cccs3)CC2)c1	0	-4	1	-2.3	-0.1	-9	-2.5	-0.6	-1.5	-1.9	-0.7
COc1cccc(NC(=O)CNC(=O)c2ccc(OC)c(OC)c2)c1	2	-4	-5	1.4	1.5	-1	0.2	3.8	-1.6	-2.2	-1.1
COCCn1c(C)c(C)c2c(NCCc3ccccc3)ncnc21	4	-4	-1	-3.0	0.8	6	-0.9	-8.3	-2.2	-2.4	-9.1
COc1ccc(C2=NS(=O)(=O)N(C)C(C(=O)N3CCOCC3)=C2)cc1OC	3	0	0	-0.2	1.2	4	-0.2	-0.9	-1.4	0.8	3.3
O=C(Nc1cc(Cl)ccc1N1CCOCC1)c1cc2ccccc2o1	-4	-1	-1	-1.8	-0.8	-4	0.5	0.4	0.1	4.5	1.3
CCn1cc(/C=C(\NC(=O)c2ccc(OC)cc2)C(=O)N2CCN(C)CC2)c2ccccc21	0	3	-1	-2.7	0.5	-6	-0.9	-0.7	-0.9	0.2	-1.0
O=C(CCc1ccccc1)N=C1SC2CS(=O)(=O)CC2N1Cc1ccccc1 (stereo not given)	-5	0	-3	-0.3	0.2	10	1.7	0.7	-1.5	-0.4	0.4
CC1(C)CC(=O)CC(=Nc2ccc3[nH]c(=O)[nH]c3c2)C1	-3	-1	-9	2.3	-0.6	-19	0.3	-1.9	-1.6	0.2	-0.8
O=C(Nc1ccccc1C(=O)N1CCOCC1)c1cc2ccccc2o1	2	-3	-2	-2.6	-0.8	2	-0.1	0.2	-0.9	0.9	-1.8
COc1c2ccc(C(=O)NCCCCc3ccccc3)cc2nn1C	2	1	-91	0.6	2.9	-391	0.2	-0.4	-1.2	-0.3	-1.3
COc1cc(/C=C2\SC(=S)N(N3CCOCC3)C2=O)ccc1O	-5	2	-2	-0.1	-0.5	3	-0.1	-1.3	-2.3	-2.1	3.3
O=C(Nc1cc(C(F)(F)F)ccc1N1CCOCC1)c1c(F)c(F)c(F)c(F)c1F	-30	-1	0	-0.1	-0.1	0	-0.5	-1.3	-0.9	0.2	-1.8
Cc1cc(=O)oc2c3c(cc(OCC(=O)NCc4ccccn4)c12)OC(C)(C)CC3	5	1	i	1.8	-0.5	i	-1.2	2.8	-1.8	-2.6	-1.8
CN(C)Cc1nc2c(c(=O)[nH]1)C(C)(C)Cc1ccccc1-2	-1	0	-2	1.0	-0.3	5	-0.2	-2.2	-0.8	0.7	0.6
CC(C)CC(=O)N1CC(=O)Nc2ccc(F)cc2C1c1ccccc1 (stereo not given)	-3	-2	-4	-0.9	-1.4	-6	-0.3	3.2	0.3	0.9	-0.7
CCOC(=O)C1CCN(c2cc(C)nc3ccc(OC)cc23)CC1	10	0	-1	-0.3	1.3	-1	-0.7	-1.6	-2.1	-1.9	9.0
CCOC(=O)COc1cccc2c(=O)n(CC(=O)NCCc3ccccc3)ccc12	1	6	-3	-0.3	-0.4	-15	-0.4	0.7	-1.7	-1.8	-3.3
O=C(CSc1nnc2scc(-c3ccc(Cl)cc3)n12)NCc1ccco1	-4	3	-2	-1.3	0.4	0	-0.5	-1.2	-1.2	-1.5	-1.9
CCCCn1c(N)c(N(CC(C)C)C(=O)c2ccc(N(C)S(=O)(=O)c3ccc(C)cc3)cc2)c(=O)[nH]c1=O	0	-3	-5	-1.4	2.0	0	2.3	0.2	-1.2	0.7	0.2
CC(C)Cc1nnc(NS(=O)(=O)Cc2ccccc2)s1	-2	2	-3	-1.0	2.7	-5	1.0	3.3	-0.7	0.6	-0.3
CCc1ccccc1NC(=O)CCC(=O)N1CCSc2ccccc21	4	2	0	-1.6	-0.1	-3	-0.1	-1.5	-1.5	0.4	-0.3
C=C1CCC2[C@](C)(CO)[C@H](O)CC[C@@]2(C)[C@@H]1C/C=C1\C(=O)OC[C@H]1O (stereo not given in full)	1	2	2	-1.5	-0.1	-6	-2.4	-2.7	-1.3	-0.2	-5.1
O=C(Nc1nnc([C@H]2C[C@H](O)[C@@H](CO)O2)s1)c1cccc(Oc2ccccc2)c1	4	4	0	0.5	.	0	-0.3	2.5	-0.9	2.0	-0.7
O=C(c1sc2ccccc2c1Cl)N(Cc1ccccc1)C1CCS(=O)(=O)C1 (stereo not given)	-10	-2	-1	1.1	0.9	4	-0.5	0.8	-1.5	-1.0	-2.3
CN(Cc1ccccc1)S(=O)(=O)c1ccc(N2CCCC2=O)cc1	1	-3	-2	0.2	-0.6	-9	-1.7	1.8	-1.5	0.6	-3.1
O=C1c2ccccc2NC(c2ccc(O)cc2)N1Cc1ccco1 (stereo not given)	-5	-3	-236	1.1	0.0	i	0.1	3.3	-0.8	2.1	0.8
CC(=O)NNc1ncnc2c1cnn2-c1ccc(C)c(C)c1	23	0	-4	-0.3	-0.3	-3	-0.9	-2.8	-2.6	-1.7	1.6
O=C(Cn1c(C(F)(F)F)nc2ccccc21)c1ccc(Cl)cc1	3	7	0	-1.5	-0.8	12	-0.2	-0.1	-1.3	-0.4	0.6
O=C(O)c1ccccc1C(=O)NC1=NN(c2ccccc2)CC1	2	-5	-3	-5.5	-1.3	-8	-0.1	0.9	-1.1	-0.1	-2.1
CCOC(=O)CN(C(=O)CSc1nnc(CNc2ccc(C)cc2C)o1)c1ccccc1	-4	-2	0	0.6	1.1	4	-0.2	-4.5	-0.2	-0.5	3.9
CCC1CCCCN1CCCNC(=O)C1CCN(c2nnc(-n3cccc3)s2)CC1 (stereo not given)	0	-2	2	1.6	0.1	-14	-0.1	0.5	-1.2	-2.2	0.1
